Akt phos inh – inhibitors of Akt phosphorylation. Neuro2A IGF-stimulated pAkt S473 HTRF, 20 min; active compounds read low. activity change, % for hits at 50 µM. 360,000 compounds, 0.32% hits; in the data active means activity change below about -80%; inconclusive means mostly about -51% to -80%; further: on the % scale 0 is the no-effect control and ±100 the full control effect
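Neuro2A cells (4,500/well, DMEM with 0.5% FBS) were treated with compound at a single 50 µM final concentration, stimulated with 6 nM IGF for 20 min at 37 °C, and lysed. Phospho-Akt Ser473 was read by HTRF as 665/615 ratio ×10^4.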
DRD3 antagonist – D3 dopamine receptor (human) antagonism. P35462. AID 652054. D3R cells, DiscoveRx beta-arrestin luminescence, antagonist mode; active compounds read low. max response, negative = inhibition, %. 360,000 compounds, 2.5% hits; in the data active means max response below about -50%; inconclusive means no clear call, values can overlap the other calls; further: on the % scale 0 is the no-effect control and ±100 the full control effect; mostly tested at two doses, the higher about 12 µM
Target sequence (P35462 whole entry, looked up): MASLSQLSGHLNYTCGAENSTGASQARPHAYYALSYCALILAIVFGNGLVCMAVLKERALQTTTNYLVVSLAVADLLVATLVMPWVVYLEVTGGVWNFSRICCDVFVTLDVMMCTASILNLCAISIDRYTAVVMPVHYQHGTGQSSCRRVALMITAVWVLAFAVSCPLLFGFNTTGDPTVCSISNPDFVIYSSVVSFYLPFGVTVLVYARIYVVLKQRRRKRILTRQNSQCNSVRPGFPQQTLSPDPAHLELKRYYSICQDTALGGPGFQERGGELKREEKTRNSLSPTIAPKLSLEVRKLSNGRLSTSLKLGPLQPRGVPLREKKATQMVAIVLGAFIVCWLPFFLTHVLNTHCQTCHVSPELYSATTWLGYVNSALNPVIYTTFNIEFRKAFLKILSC
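Cells expressing the human receptor were seeded at 1500 cells/well, incubated overnight at 37 degrees C in 5% CO2, then exposed to library compounds with dopamine controls for 90 minutes at 37 degrees C before luminescent detection.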
EPAC2 ag – activates human EPAC2 exchange factor. Q8WZA2. EPAC2 activation, biochemical qHTS; response scale: 100% = 6.5 mM cAMP response. Potency, µM (series often up to 154 µM), without a hit: at the highest dose activation, usual class: activators. 360,000 compounds, 0.079% hits. AID 720711; further: potency means the concentration at half of the fitted maximal effect; nearly all actives have a fitted effect of over 50% in size
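Readout is BODIPY fluorescence (480 nm excitation, 540 nm emission), which falls as labeled GDP is exchanged off Rap1B. EPAC2 at 100 nM acted on 250 nM RAP1B-BODIPY-GDP with 50 uM GDP present.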
PTHR1 agonist – PTHR1 (human) receptor agonism. 410,000 compounds, 0.075% hits. HEK293 GP2 PTHR1 cells, GloSensor cAMP luminescence, 1 h. AID 743266. Potency, µM (titrated, usually from 115 µM), without a hit: at the highest dose activation, hits mostly activators; further: potency means the concentration at half of the fitted maximal effect; nearly all actives have a fitted effect of over 55% in size; some results filed as inactive show a strong effect at the top dose; inactives centre near -15; many of its hits are not listed in these tables
Target sequence (Q03431 whole entry, looked up): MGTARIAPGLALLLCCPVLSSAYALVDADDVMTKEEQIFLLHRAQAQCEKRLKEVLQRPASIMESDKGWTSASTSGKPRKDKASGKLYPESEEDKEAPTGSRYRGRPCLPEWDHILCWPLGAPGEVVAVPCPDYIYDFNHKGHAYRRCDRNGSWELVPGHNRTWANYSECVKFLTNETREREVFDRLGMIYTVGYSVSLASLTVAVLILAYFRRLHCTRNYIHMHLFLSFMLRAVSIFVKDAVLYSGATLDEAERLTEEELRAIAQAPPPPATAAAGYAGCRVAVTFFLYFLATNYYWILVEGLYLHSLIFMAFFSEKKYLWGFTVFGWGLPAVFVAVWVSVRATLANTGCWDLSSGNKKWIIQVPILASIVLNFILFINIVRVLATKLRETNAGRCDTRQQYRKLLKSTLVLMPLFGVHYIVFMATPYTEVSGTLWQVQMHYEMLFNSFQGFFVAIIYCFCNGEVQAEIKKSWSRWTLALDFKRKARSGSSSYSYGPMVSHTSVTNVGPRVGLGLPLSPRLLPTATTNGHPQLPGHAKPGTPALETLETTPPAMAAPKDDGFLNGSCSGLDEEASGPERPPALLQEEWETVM
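HEK-293-derived GP2 cells expressing PTHR1 and a GloSensor cAMP reporter, 3,000/well, plated overnight, given luciferin plus IBMX (each 0.5 mM as added) for 1 h at 37 °C, then compound for 1 h at 37 °C. Luminescence was read after 15 min at room temperature.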
EPAC2 antagonist – EPAC2 (human) antagonism; Q8WZA2; EPAC2 GEF exchange of Rap1B-BODIPY-GDP, fluorescence; Potency, µM (top dose mostly 114 µM), inactives show at the highest dose activity, negative = inhibition, actives largely listed as inhibitors; 360,000 compounds, 0.18% hits; further: potency means the concentration at half of the fitted maximal effect; on the % scale 0 is the no-effect control and ±100 the full control effect; nearly all actives have a fitted effect of over 45% in size; many of its hits are not listed in these tables
MmCpn inh – M. maripaludis TRiC chaperonin inhibition | purified Mm-Cpn ATPase, ADP Transcreener TR-FRET | Potency, µM (titrated, usually from 76.9 µM), for inactives: at the highest dose activity, negative = inhibition, hits mostly inhibitors | 330,000 compounds, 0.031% hits | AID 504842; further: potency means the concentration at half of the fitted maximal effect; on the % scale 0 is the no-effect control and ±100 the full control effect; nearly all actives have a fitted effect of over 80% in size
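ATP (10 uM final) was added to archaeal chaperonin (25 nM final) after 10 min exposure to test compound at 37°C; after 30 min further incubation, ADP was detected by competitive TR-FRET.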
CCT modulator – cytosolic chaperonin activity modulation; purified chaperonin ATPase assay, HTRF ADP detection, 30 min; activity change, % (test concentration not listed), hits read low; 360,000 compounds, 0.3% hits; AID 651819; in the data active means activity change below about -30%; further: on the % scale 0 is the no-effect control and ±100 the full control effect
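TRiC (40 or 20 nM final, by batch activity) in 30 mM Tris pH 7.4, 100 mM KCl, 5 mM MgCl2, 1 mM DTT was treated with compound at 76 uM single dose, then 10 uM ATP, 30 min at 37 °C. ADP was read by HTRF Transcreener.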
D3 ag – activates the human D3 dopamine receptor | D3R DiscoveRx beta-arrestin cells, luminescence, 90 min | max activation, % | 410,000 compounds, 0.58% hits | P35462 | AID 652048; in the data active means max activation above about 30%; further: 0% is about no effect; mostly tested at two doses, the higher about 12 µM
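Cells at 1500/well, incubated overnight, then treated with pinned compounds (dopamine as control) for 90 min at 37 degrees C. DiscoveRx reagent added for 30 - 60 minutes at room temperature; luminescence read.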
Numbers without * were called inactive; i = inactive; ? = inconclusive; . = no result given; [ ] = dose if it differs, or a comment. Unless noted, the call rests on the fitted dose curve; in most records, active means well fitted curve in the direction sought with a large enough effect; inconclusive means small, poorly fitted or top-dose-only effect, or another doubt; inactive means no such curve, though single readings can be large; an effect the other way counts as inactive or inconclusive.

Results follow in this order: Akt phos inh, DRD3 antagonist, EPAC2 ag, PTHR1 agonist, EPAC2 antagonist, MmCpn inh, CCT modulator, D3 ag
> COC(=O)[C@H](NC(=O)c1cc([C@@H](NC(=O)OC(C)(C)C)C(C)C)sc1N)C(C)C
 : i, -17, 1%, 1%, 1%, ., ., -1
> COc1ccc(-c2nnnn2C(C)C)cc1S(=O)(=O)Nc1ccccc1
 : i, 1, 6%, i, -5%, 0%, -2.1, 5
> O=[N+]([O-])c1ccc(CNc2ccc(Cl)cc2)s1
 : i, -8, 9%, -5%, -2%, 2%, 2.5, 6
> COc1cc2c(cc1OC)C(C)N(C(=O)CCc1c[nH]c3ccccc13)CC2 (stereo not drawn)
 : i, 5, 3%, -25%, -11%, 1%, -1.3, -9
> CCN(CC)S(=O)(=O)c1ccc(C)c(NC(=O)CN2CCN(C)CC2)c1
 : i, 13, 2%, i, 7%, 3%, -1.7, -5
> Cc1ccc(NC(=S)NCc2ccccc2)cc1[N+](=O)[O-]
 : i, 2, 13%, -21%, -1%, 0%, -4.0, 5
> CCCN(CC(=O)Nc1ccccc1OC)CC(=O)c1c(N)n(Cc2ccccc2)c(=O)n(C)c1=O
 : i, -4, 11%, i, -7%, ., 0.8, 0
> CC1CCN(C(=O)c2ccc(NS(=O)(=O)c3cccc4cccnc34)cc2)CC1
 : i, 28, 2%, -1%, 1%, 1%, -2.6, 0
> O=C(O)C1CCCN1C(=O)C1CCN(S(=O)(=O)c2cccc(C(F)(F)F)c2)CC1 (stereo not drawn)
 : i, 2, -3%, -8%, -5%, -2%, 1.8, 1
> Cc1ccc(C(=O)NCCCNC(=O)c2cccnc2)cc1
 : i, -1, 8%, i, 16%, 1%, -0.9, -10

The list continues.
Results follow in this order: Akt phos inh, DRD3 antagonist, EPAC2 ag, PTHR1 agonist, EPAC2 antagonist, MmCpn inh, CCT modulator, D3 ag
> CN(C(=O)c1ccc2c(=O)n3c(nc2c1)CCCCC3)c1ccccc1F
 : i, -8, 8%, 20%, 1%, 1%, 1.5, -4
> CC(C)c1ccc(N2C(=O)[C@@H]3Cc4ccccc4CN3C2=O)cc1
 : -108%*, -21, -9%, -23%[57.5 µM], 21%, -2%, 0.7, -4
> Cc1cccc(OCCNc2cc(N3CCN(C)CC3)ccc2[N+](=O)[O-])c1
 : i, -65*, 11%, i, -3%, 2%, 0.0, -50
> COC(=O)C(C(=O)Nc1cccc(C)n1)C1CCCCCC1 (stereo not drawn)
 : i, 33, 8%, i, -3%, -2%, -3.8, 0
> Cc1ccc(S(=O)(=O)N2CCN(C(=O)C(O)c3ccccc3)CC2)cc1 (stereo not drawn)
 : i, 1, 4%, 1%, 8%, ., ., 7
> COc1cc(/C=N/Nc2ccccn2)ccc1OCC(C)C
 : i, 13, -26%, i, -16%, 2%, 0.8, 2
> CCN(CC)S(=O)(=O)c1ccc2c(c1)CC(C(=O)N1CCCC1)N2C(C)=O (stereo not drawn)
 : i, -4, -8%, -24%, 0%, -5%, 5.0, -1
> Cc1ccc(C)c(Cc2c(C)nc3c(C(=O)N4CCOCC4)cnn3c2C)c1
 : i, -9, -16%, i, 16%, -3%, 2.6, 31*
> COc1ccc(NC(=O)C/C(C)=N/NC(=O)C(=O)NC2CCCCC2)c(OC)c1
 : i, -10, 8%, i, 0%, -2%, 2.1, -4
> CN(C)c1cccc(C(=O)Nc2ccc(N3CCOCC3)cc2)c1
 : i, 22, -1%, i, 10%, -1%, -2.0, -1

Further compounds.
Results follow in this order: Akt phos inh, DRD3 antagonist, EPAC2 ag, PTHR1 agonist, EPAC2 antagonist, MmCpn inh, CCT modulator, D3 ag
> S=C(Nc1ccc(Cl)cc1)Nc1ccc2c(c1)OCCO2
 : i, -15, 8%, -10%, 4%, -5%, -2.7, 3
> CC1CCCCN1Cc1nc2c(c(=O)n(C)c(=O)n2C)n1Cc1c(F)cccc1Cl (stereo not drawn)
 : i, ?, 2%, i, 7%, 1%, -1.8, -5
> C=CCN1C(=O)C(CC(=O)Nc2ccc(OCCC)cc2)N(CCCN2CCN(Cc3ccccc3)CC2)C1=S (stereo not drawn)
 : i, -29, 1%, i, ?, 1%, 0.2, -9
> Cc1ccc(S(=O)(=O)/N=C(/c2ccccc2)N2CCOCC2)cc1
 : i, 7, -4%, i, 3%, -4%, -0.2, 36*
> O=C(Nc1ccccc1)c1ccc(CSc2ncccn2)cc1
 : i, 21, 2%, -9%[57.5 µM], 8%, -1%, -0.7, 4
> COc1ccc(-c2cn3cc(C(=O)NN)ccc3n2)cc1
 : i, -8, -2%, i, -4%, -1%, -2.5, -2
> COc1ccc(CNC(=O)N[C@@H](Cc2c[nH]c3ccccc23)C(=O)O)cc1
 : i, 3, -2%, -6%, 6%, -1%, -0.5, 0
> CNC(=S)N1CCN(c2c(F)cc3c(=O)c(C(=O)O)cn(C4CC4)c3c2OC)CC1C (stereo not drawn)
 : i, ?, 1%, -1%[57.5 µM], 3%, 0%, -5.2, -4
> COc1ccc(C(CC(=O)N2CCCC2)c2ccc(F)cc2)cc1 (stereo not drawn)
 : i, 7, 4%, i, ?, 0%, 0.0, -3
> COc1ccc([N+](=O)[O-])cc1C(=O)NC1CCN(Cc2ccccc2)CC1
 : i, -100*, -2%, -23%, 3%, ., 0.4, -20

Additional structures
Results follow in this order: Akt phos inh, DRD3 antagonist, EPAC2 ag, PTHR1 agonist, EPAC2 antagonist, MmCpn inh, CCT modulator, D3 ag
> COCCNC(=O)C1CCCN(c2nn3c(=O)cc(C)nc3s2)C1 (stereo not drawn)
 : i, -3, 8%, -23%[57.5 µM], -11%, -1%, -2.4, -2
> O=C1CCC/C=C\C[C@@H](CC(=O)N(CCO)Cc2ccccc2)C(=O)N[C@H](Cc2c[nH]c3ccccc23)CO1
 : i, 48, 12%, 3%, 3%, 2%, -1.4, 16
> CC(=O)Nc1ccc(N(CC(O)Cn2c3ccccc3c3ccccc32)S(=O)(=O)c2ccc(C)cc2)cc1 (stereo not drawn)
 : i, -21, 10%, i, -17%, -17%, -46*, -13
> COC(=O)c1sccc1-c1ccc(C(=O)Nc2ccccc2)o1
 : -128%*, 9, 19%, -25%[57.5 µM], -2%[57.1 µM], -14%, -1.1, -2
> Cc1ccc(C2=NN=C(NC(=O)C(F)(F)F)SC2)cc1
 : i, 4, -6%, i, -1%, 1%, -0.4, -3
> CC1(C(=O)NCC2CC2)Cc2c(-c3cccc(C(F)(F)F)c3)ccnc2O1 (stereo not drawn)
 : i, 1, -1%, -30%, -1%, ., 3.1, -3
> CCN(C)c1cc2c(c3c1ccn3C)C1CCC2C1 (stereo not drawn)
 : i, -7, 3%, -8%, -10%, ., 0.7, -15
> COc1ccc(OCC(=O)N/N=C(\CCC(=O)O)c2cccs2)cc1
 : i, 10, 3%, -72%[inhibitor], 22%, -5%, -0.7, -11
> Cc1ccc(C2=NS(=O)(=O)N(C)C(C(=O)NCc3ccco3)=C2)cc1
 : i, 0, 10%, -52%[inhibitor], 3%, 0%, -1.1, 2
> CCCn1nc(C(=O)Nc2nnc(CC)s2)c2ccccc2c1=O
 : i, 16, -4%, i, -2%, 0%, -2.5, 6

Looked up above:
CCT modulator result of O=C(O)C1CCCN1C(=O)C1CCN(S(=O)(=O)c2cccc(C(F)(F)F)c2)CC1 (stereo not drawn) : 1.8
MmCpn inh result of Cc1ccc(S(=O)(=O)/N=C(/c2ccccc2)N2CCOCC2)cc1 : -4%

(list continues)
Results follow in this order: Akt phos inh, DRD3 antagonist, EPAC2 ag, PTHR1 agonist, EPAC2 antagonist, MmCpn inh, CCT modulator, D3 ag
> CC(=O)c1cc(CN2CCC(n3nccc3NC(=O)c3ccccc3Cl)CC2)cs1
 : i, 16, -1%, -14%, 2%, 0%, -0.8, 3
> CN(C)CCN1C(=O)c2oc3ccccc3c(=O)c2C1c1cccc(Br)c1 (stereo not drawn)
 : ., -8, -9%, -1%[57.5 µM], 9%, -2%, 1.8, -3
> Cc1cccc2nc(CSc3ccc(Cl)cc3)cn12
 : i, ?, 15%, i, -12%, 0%, -2.3, -24
> Cc1ccc2nc(C)cc(C(=O)Nc3nccs3)c2c1
 : i, 2, 0%, -12%, 0%, 1%, -0.4, 1
> CSCC[C@@H](CO)NC(=O)c1ccc2nc(C3CCCCC3)oc2c1
 : i, -21, 7%, -16%, 9%, -1%, -1.2, -3
> COc1ccc(S(=O)(=O)Nc2ccccc2C(=O)NCc2ccco2)cc1
 : i, ?, -2%, i, -1%, -2%, -1.5, -6
> COc1ccc(S(=O)(=O)N2CCOCC2)cc1NC(=O)c1ccc(S(=O)(=O)N2CCCCC2)cc1
 : i, 1, 6%, -9%, -8%, ., -0.6, 3
> Cn1ncc2c(N3CCC(Cc4ccccc4)CC3)ncnc21
 : i, 12, 6%, -32%[inhibitor], -11%, -1%, 1.2, 4
> COCCN(C(=O)COC(=O)CCCOc1ccccc1)c1c(N)n(Cc2ccccc2)c(=O)[nH]c1=O
 : i, -1, -5%, i, 0%, -2%, -8.8, 1
> CCC(CC)C(=O)N1CC(=O)Nc2ccc(Br)cc2C1c1ccccc1 (stereo not drawn)
 : i, 5, 3%, -5%, ?, 0%, -1.6, -5

Later entries:
Results follow in this order: Akt phos inh, DRD3 antagonist, EPAC2 ag, PTHR1 agonist, EPAC2 antagonist, MmCpn inh, CCT modulator, D3 ag
> Cc1onc(-c2ccccc2Cl)c1C(=O)Nc1ccc(S(=O)(=O)Nc2nccs2)cc1
 : i, -9, 8%, -17%, 0%, -1%, -1.6, -6
> O=C(CCCCn1c(=O)[nH]c2ccsc2c1=O)NCc1ccc2c(c1)OCO2
 : i, -21, 0%, -26%, 0%, -2%, -0.1, -9
> CCN1CCN(Cc2ccc(NC(=O)c3ccc(C)c(NC(=O)c4cncc(-c5cccs5)c4)c3)cc2C(F)(F)F)CC1
 : i, 2, 3%, -11%, 7%, ., -0.9, -26
> COc1ccc(C(CCN(Cc2ccc(OC)c(OC)c2)C(C)=O)C(C)C)cc1 (stereo not drawn)
 : i, 12, 2%, -59%[inhibitor], ?, 1%, -4.3, -3
> CCOC(=O)C1(C)NC(c2ccc(OC)c(OC)c2)C2C(=O)N(c3cccc(C(C)=O)c3)C(=O)C21 (stereo not drawn)
 : i, -10, 5%, -24%, -1%, ., -0.7, 2
> CCN(CC)S(=O)(=O)c1ccc(N2CCOCC2)c(NC(=O)c2ccccc2F)c1
 : i, 3, -4%, i, -5%, 2%, -3.5, 1
> Cn1c2ccccc2c2cc(C(=O)N3CCOCC3)sc21
 : i, -2, -7%, -8%, 4%, -10%, -7.5, 1

Screens (PubChem)

Some of the compounds tested. The share of hits here may be higher or lower than overall.
